ERAP1 HTS inh = human ERAP1 aminopeptidase inhibitors, primary screen, biochemical, single point, plate reader. actives 0.15% (n = 340,000). inhibition, % at 10.7 µM. AID 652197, 2013. recombinant ERAP1, Leu-AMC fluorescence, 60 min;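 active means mean replicate inhibition of at least 30%, or all replicates individually reaching that 30% level; inactive means mean below 30% and not every replicate reaching it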;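 further: 0% = neutral control wells and 100% = L-leucinethiol positive control wells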
RAD54 branch = inhibitors of human RAD54 branch migration, primary screen, biochemical, fluorescence, single point; DNA repair and recombination protein RAD54-like (Homo sapiens), Q92698; RAD54 Holliday junction branch migration, FAM/BHQ fluorescence; inhibition, % at 10.4 µM; actives 0.14% (n = 360,000); AID 602329, 2012;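 active means mean normalized replicate activity at least 40 and at least half of replicates scoring 40 or more; inconclusive means only one of the two criteria met; inactive means mean below 40 and under half of replicates reaching 40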;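 further: 0% = median of neutral control wells and 100% = median of positive control wells; inhibitors cause a drop in the FAM fluorescence signal; in these data hits start at about 50%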
Target sequence (Q92698 whole entry, looked up): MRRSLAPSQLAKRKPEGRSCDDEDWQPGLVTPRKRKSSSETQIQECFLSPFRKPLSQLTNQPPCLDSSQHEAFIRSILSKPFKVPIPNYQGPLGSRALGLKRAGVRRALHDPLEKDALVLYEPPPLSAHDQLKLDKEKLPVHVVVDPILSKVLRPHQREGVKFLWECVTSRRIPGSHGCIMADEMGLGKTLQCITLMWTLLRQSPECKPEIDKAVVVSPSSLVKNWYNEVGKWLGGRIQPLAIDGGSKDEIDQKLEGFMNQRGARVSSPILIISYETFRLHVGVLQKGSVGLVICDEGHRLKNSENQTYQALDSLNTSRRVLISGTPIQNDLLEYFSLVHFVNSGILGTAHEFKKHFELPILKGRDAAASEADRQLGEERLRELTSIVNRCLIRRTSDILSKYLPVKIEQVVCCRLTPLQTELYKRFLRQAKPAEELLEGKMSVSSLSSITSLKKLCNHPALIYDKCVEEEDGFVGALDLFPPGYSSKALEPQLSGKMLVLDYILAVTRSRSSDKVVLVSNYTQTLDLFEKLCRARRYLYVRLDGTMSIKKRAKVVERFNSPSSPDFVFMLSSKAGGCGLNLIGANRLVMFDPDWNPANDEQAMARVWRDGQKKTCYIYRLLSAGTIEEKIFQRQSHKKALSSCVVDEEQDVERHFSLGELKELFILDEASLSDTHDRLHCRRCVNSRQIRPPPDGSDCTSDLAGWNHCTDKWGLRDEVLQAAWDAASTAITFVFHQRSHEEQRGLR
PglD inh = C. jejuni PglD acetyltransferase inhibitors, primary screen, biochemical, DTNB colorimetric, single point; actives 0.098% (n = 360,000); inhibition, % at 12.5 µM; purified PglD enzyme, DTNB colorimetric CoA detection; UDP-N-acetylbacillosamine N-acetyltransferase PglD (Campylobacter jejuni); in the data active means inhibition above about 16%, passing the limit was not always enough; inconclusive means no clear call, values can overlap the other calls; further: strong numbers were not always called active
RAD52 inh = RAD52 DNA annealing inhibitors, primary screen, biochemical, FRET, single point, set 2 | DNA repair protein RAD52 homolog (Homo sapiens), P43351 | recombinant RAD52 DNA annealing, FRET fluorescence | inhibition, % at 18.7 µM | actives 0.46% (n = 360,000) | AID 651710, 2012;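 active means every replicate showing at least 50% inhibition; inconclusive means mean inhibition at least 50% but not in every replicate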
miR122 inh = miR-122 Renilla sensor signal increase in Huh7, primary screen, miR-122 inhibitor project, cell-based, single point, plate reader | Huh7 miR-122 Renilla luciferase sensor, 48 h; neutral wells = 0, positive control = 100 | activation (reporter increase), % at 12.5 µM | actives 0.3% (n = 340,000) | AID 602342, 2012;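 active means mean replicate activation score at least 90 and every replicate individually at or above 90; inconclusive means only one of the two criteria met; inactive means neither criterion met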;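 further: higher luciferase means less miR-122 activity so hits act as miR-122 inhibitors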
E-selectin induc = E-selectin induction in HUVECs, primary screen, imaging, HUVEC, immunofluorescence imaging, single point | P16581 | normalized: neutral wells 0, TNF-alpha wells 100 | activation, % at 7.58 µM | actives 0.37% (n = 260,000);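 active means mean E-selectin-positive cell signal at least 10% of the positive control, reached in at least 60% of replicates, without over 20% cell loss; inconclusive means no rule given, readout overlaps actives, possibly toxicity-flagged; inactive means the rest, including those meeting only one limit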;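 further: in these data hits start at about 27%; measured in HUVEC primary endothelial cells; signal is the percent of cells scored E-selectin positive by PE staining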
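Read-out: % PE-positive cells | Test system: HUVEC | Doses: One compound dose added by pin transfer | Buffer or medium: EGM-2 over gelatin coat | Signal: Immunofluorescence imaging | Benchmarks: TNF-alpha, DMSO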
PGC1a acetyl inh = inhibitors of PGC1a acetylation signal, primary screen, cell-based, U2OS, AlphaScreen, inhibitor mode. actives 0.17% (n = 350,000). AlphaScreen anti-acetyl-lysine; with virally co-expressed GCN5 acetyltransferase. inhibition, % at 15.6 µM;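 active means every replicate shows inhibition of at least 40%; inconclusive means mean inhibition at least 40% but some replicate below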;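 further: 0% = neutral control wells and 100% = positive control wells; some results beyond the cut were filed as inactive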
Cneo AK release = Cryptococcus neoformans cell lysis inducers, primary screen, AK release luminescence, single concentration. AID 651654, 2012. actives 0.2% (n = 360,000). C. neoformans lysis, adenylate kinase release luminescence, 4 h; normalised: neutral wells 0, clomiphene wells 100. lysis activity, % at 15 µM;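 active means mean lysis activity across replicates of at least 80%, whatever share of replicates individually reach that level; inactive means mean lysis activity below 80%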
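Material – Cryptococcus neoformans yeast cells · Quantity – 5 × 10^6 yeast cells/mL · Buffer or medium – YPD medium · Compound – single dose · Timing – 4 h static compound exposure, 37 °C, read 1 h post-reagent · Signal – adenylate kinase release luminescence · Read-out basis – lysis from increased AK signal · Benchmarks – Clomiphene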
* = called active by the depositor; ? = inconclusive; nt = no result given; [ ] = remark or other dose.

SMILES	ERAP1 HTS inh	RAD54 branch	PglD inh	RAD52 inh	miR122 inh	E-selectin induc	PGC1a acetyl inh	Cneo AK release
CC(=O)c1oc2ccccc2c1N	nt	-13.9	3.3	nt	5.5	nt	-3.8	3.0
COCC(=O)N(C)C[C@H]1Oc2ncc(C#Cc3ccccc3OC)cc2C(=O)N([C@H](C)CO)C[C@@H]1C	-3.0	-1.8	0.0	7.1	-0.6[16.7 µM]	-0.4	2.9	-7.1
COc1cccc(CC(=O)OCC(=O)NCCc2ccc(F)cc2)c1	15.3	7.4	-4.7	-3.9	-4.4	nt	-0.7	1.9
C[C@H]1CN([C@@H](C)CO)C(=O)Cc2cc(NC(=O)Nc3ccc4c(c3)OCO4)ccc2O[C@H]1CN(C)Cc1ccc(Oc2ccccc2)cc1	-1.7	-8.5	1.1	2.4	5.6[16.7 µM]	1.1	6.4	-3.0
Cc1cc(C(=O)NCc2ccc3c(c2)OCO3)ccc1[N+](=O)[O-]	0.1	5.5	-4.1	-13.7	5.0	-0.3	3.2	1.5
CC1CCCCC1NC(=O)COC(=O)CN1C(=O)c2ccccc2C1=O (stereo not given)	-3.4	7.7	-1.3	3.1	nt	nt	-6.9	0.7
O=C(NCc1cccnc1)c1ccc2c(=O)n(CCCN3CCCC3=O)c(=S)[nH]c2c1	nt	4.8	-6.1	nt	3.5	nt	nt	-1.8
CCOCCCNC(=O)c1cc2c(-c3ccc(Cl)cc3)nn(C)c2s1	nt	-1.8	-2.2	-20.9	16.2	nt	-12.0	0.0
COc1cc(Cl)c(C)cc1NC(=O)CC1SC(N2CCOCC2)=NC1=O (stereo not given)	-1.2	-6.2	-5.6	-13.1	nt	3.4	nt	0.3
CC1(C(=O)OCC(=O)Nc2cc(S(=O)(=O)N3CCOCC3)ccc2Cl)CC1(Cl)Cl (stereo not given)	-2.3	-2.9	-0.2	-5.0	-2.6	nt	1.8	-2.8
O=C(N/N=C/c1cc(O)ccc1Br)c1cccnc1	0.6	-8.1	-0.5	-26.2	nt	2.5	nt	-0.1
COc1ccc(-c2cc(=O)oc3cc(OCC(=O)Nc4ccccn4)ccc23)cc1	-3.7	-6.5	-2.1	-5.3	-5.7	1.8	12.4	-2.5
O=C(CCl)N1N=C(c2ccco2)CC1c1cccs1 (stereo not given)	nt	-2.9	0.0	nt	-3.8	nt	-1.7	3.4
CCCNC(=O)C[C@H]1C[C@H]2c3cc(NC(=O)NC4CCCCC4)ccc3O[C@H]2[C@H](CO)O1	1.1	5.1	1.8	3.2	5.1[16.7 µM]	-0.5	3.1	-23.3
C[C@@H]1CCCCO[C@H](CN(C)C(=O)Nc2ccc(C(F)(F)F)cc2)[C@H](C)CN([C@H](C)CO)C(=O)c2cc(NS(=O)(=O)c3ccc(F)cc3)ccc2O1	-2.6	-4.6	0.4	-30.1	0.1[16.7 µM]	nt	14.8	-1.0
CC(=O)Nc1nonc1-c1nc2ccccc2n1Cc1ccccn1	nt	-0.8	-3.2	nt	1.8	nt	12.0	-0.9
Cc1ccc(NC(=O)c2sc(Cl)nc2C)c(C)c1	nt	-2.6	-3.5	nt	-7.5	nt	-5.5	-0.1
CCOC(=O)C1CCN(C(=O)CSc2nccc(C)n2)CC1	1.5	-16.3	-5.0	-21.7	-1.1	nt	6.0	1.1
Cn1c(CNC(=O)c2ccc(Cl)cc2)nnc1SCC(=O)NC1=NCCS1	1.1	-4.5	-0.3	-4.0	nt	0.1	nt	-1.2
O=C(CSc1nccn1-c1ccc(Cl)cc1)Nc1ccc2c(c1)OCO2	nt	3.8	6.9	nt	0.1	nt	-4.1	-2.9
CN1C(=O)/C(=C/c2ccc(OCc3ccc(F)cc3)cc2)NC1=S	0.8	3.2	1.9	-153.1	nt	-0.5	-4.5	-0.2
O=C(NCCCO)c1nnc(Cc2c(F)cccc2Cl)o1	nt	3.4	-6.8	nt	1.0	nt	-1.6	0.1
COC(=O)CSc1nnc(-c2cccnc2)n1-c1cc(OC)cc(OC)c1	nt	5.6	2.2	nt	-4.1	nt	0.6	-0.5
O=C(CN1C(=O)NC2(CCCC2)C1=O)OCCOc1ccc(F)cc1	-0.1	-7.4	-0.1	-7.0	11.3	0.9	nt	1.0
CC(=O)NS(=O)(=O)c1ccc(NC(=O)c2cc(-c3ccc(C)cc3)nc3ccccc23)cc1	-21.5	10.9	7.3	-16.4	nt	0.5	nt	-5.9
COc1ccc(S(=O)(=O)N2CCOCC2)cc1NC(=O)COc1ccccc1OC	-7.0	-5.9	2.4	4.7	3.3	0.5	21.5	-0.3
CCc1ccc(NC(=O)C(=O)c2cn(CC(=O)N3CCCCC3)c3ccccc23)cc1	nt	-6.9	4.0	nt	-0.1	nt	-7.8	-0.6
Cc1cc2c(c(=O)n1C1CC1)C(c1cccc(Cl)c1)C(C#N)=C(N)O2 (stereo not given)	nt	8.7	-7.0	nt	-1.5	nt	0.2	-14.4
C#CCNC(=O)C1=C[C@H](c2ccc(C#C)cc2)C[C@H](OCc2ccc(CO)cc2)O1	nt	3.3	-3.1	nt	-1.4	0.2	1.4	3.2
O=C(COc1ccccc1[N+](=O)[O-])c1ccccc1	5.5	nt	nt	-46.2	-5.3	0.5	-4.8	nt
Cc1cc(=O)n2nc(N3CCCC3C(=O)Nc3cccc(Cl)c3C)sc2n1 (stereo not given)	3.1	-17.5	2.2	-43.0	-8.5	nt	-20.0	-0.4
COc1ccc(S(=O)(=O)N(C)C[C@H]2Oc3ccc(NC(=O)Nc4ccccc4)cc3CC(=O)N([C@@H](C)CO)C[C@@H]2C)cc1	-0.7	-3.2	-3.2	-0.2	-1.8[16.7 µM]	0.3	-7.3	-1.3
CCOC(=O)c1cc2cc(CC(=O)c3ccc(OCC)cc3O)ccc2o1	nt	-5.0	-5.3	nt	5.5	nt	8.5	3.1
Cc1ccccc1-c1nc(Cc2ccccc2)no1	nt	-0.5	-0.5	nt	-1.8	nt	-1.8	-3.5
C/C(=N\N1CCN(c2ccccc2)CC1)c1ccccc1O	-0.9	-2.7	0.1	-8.2	0.2	nt	?	-0.5
COc1ccc(OCC(=O)Nc2nccs2)cc1	-1.4	-7.4	3.1	-3.1	-2.3	3.4	4.2	-2.3
N#Cc1ccc(OCC(=O)N2CCN(S(=O)(=O)c3ccc(Cl)s3)CC2)cc1	-1.9	-8.8	-2.9	-32.7	nt	nt	nt	0.4
NS(=O)(=O)c1ccc(Nc2ncccc2[N+](=O)[O-])cc1	2.5	1.2	1.3	-10.1	-17.0	nt	10.7	2.9
CC(OC(=O)CCN=C1NS(=O)(=O)c2ccccc21)C(=O)c1ccccc1 (stereo not given)	-0.2	0.1	7.2	-12.4	10.9	nt	-16.6	-1.0
CCC(=O)Nc1cccc(NC(=O)c2ccc(C)c([N+](=O)[O-])c2)c1	nt	-4.3	-0.2	nt	-12.1	nt	-1.5	-0.1

Structures from the list above with two or more sulfur atoms, in the order listed:
SMILES	ERAP1 HTS inh	RAD54 branch	PglD inh	RAD52 inh	miR122 inh	E-selectin induc	PGC1a acetyl inh	Cneo AK release
Cn1c(CNC(=O)c2ccc(Cl)cc2)nnc1SCC(=O)NC1=NCCS1	1.1	-4.5	-0.3	-4.0	nt	0.1	nt	-1.2
N#Cc1ccc(OCC(=O)N2CCN(S(=O)(=O)c3ccc(Cl)s3)CC2)cc1	-1.9	-8.8	-2.9	-32.7	nt	nt	nt	0.4

(next part)
SMILES	ERAP1 HTS inh	RAD54 branch	PglD inh	RAD52 inh	miR122 inh	E-selectin induc	PGC1a acetyl inh	Cneo AK release
CCNC(=S)N(Cc1cc2cc(C)c(C)cc2[nH]c1=O)C1CCCC1	9.6	7.3	6.6	-17.2	10.8	nt	1.8	2.3
CN1C(=O)c2cc(NC(=O)c3ccccc3Cl)ccc2OC[C@@H]2O[C@H](CC(=O)O)CC[C@H]21	-0.3	-16.4	6.3	11.1	-2.5[16.7 µM]	0.0	16.6	-2.2
O=C(NN=c1c(=O)c2ccccc2c1=O)c1ccccc1	-7.9	1.3	7.2	-4.2	-5.0	nt	1.9	1.9
N#Cc1ccc(C(=O)NC2=NCCS2)cc1	1.6	4.3	-5.7	-5.2	-11.1	nt	8.6	0.9
COc1ccc(S(=O)(=O)N(C)C[C@@H]2OCCCC[C@@H](C)Oc3ccc(NS(C)(=O)=O)cc3C(=O)N([C@H](C)CO)C[C@H]2C)cc1	-0.9	4.6	-1.6	-1.7	-1.0[16.7 µM]	0.0	-7.1	-2.3
CCCNC(=O)C[C@@H]1C[C@@H]2c3cc(NS(=O)(=O)c4ccc(OC)cc4)ccc3O[C@@H]2[C@H](CO)O1	nt	9.4	-2.4	nt	-1.6[16.7 µM]	-0.3	-2.2	-3.2
COc1ccc(S(=O)(=O)N(C)C[C@H]2Oc3ccc(NC(=O)NC4CCCCC4)cc3C(=O)N([C@@H](C)CO)C[C@@H]2C)cc1	0.1	2.6	2.0	-19.6	-1.0[16.7 µM]	0.0	0.8	0.6
O=C1CCC[C@@H]2C[C@@]3(C[C@@H]4CCN1[C@H]24)Nc1cc(Cl)ccc1NC3=NCc1ccccc1	0.2	3.7	3.2	-3.5	9.0	-0.2	14.1	-1.1
COc1ccc(CN(C)C[C@H]2Oc3ccc(NS(=O)(=O)c4ccc(Cl)cc4)cc3CC(=O)N([C@H](C)CO)C[C@H]2C)cc1	-0.7	-23.8	-1.1	27.2	-1.1[16.7 µM]	0.1	-6.9	2.0
Cc1ccc2cc(CCNS(=O)(=O)c3ccc(Cl)cc3)c(=O)[nH]c2c1C	-4.7	9.1	1.7	-6.5	-5.6	-0.1	-20.8	-0.1
CC1(C)CC(C(CCN(Cc2ccccc2)C(=O)c2ccco2)c2ccc(F)cc2)CCO1 (stereo not given)	nt	-2.3	-0.5	nt	-6.9	nt	-17.1	6.0
O=C(c1cccc(F)c1)N1CC(=O)N2[C@@H](CO)[C@@H](c3ccc(-c4cccnc4)cc3)[C@@H]2C1	0.0	nt	nt	-10.1	nt	0.7	8.6	nt
Clc1ccccc1Nc1nc(-c2cccnc2)cs1	2.0	4.7	-5.1	-10.8	12.8	1.2	9.8	-9.2
CCOC(=O)c1ccc(-n2c(=S)sc3c(=O)[nH]c(C)nc32)cc1	nt	-5.6	5.3	nt	-12.5	nt	-10.8	2.0
C[C@@H]1CN([C@H](C)CO)C(=O)c2cc(NC(=O)Cc3cn(C)c4ccccc34)ccc2O[C@@H]1CN(C)C(=O)NC1CCCCC1	-2.6	-23.9	-1.8	-12.9	-4.9[16.7 µM]	nt	0.7	-2.9
Cc1ccc(N(CC(=O)NC2CCCCC2)C(=O)Cn2nnc(-c3ccc(C)o3)n2)cc1	-0.2	-7.4	-4.2	-10.1	0.5	1.6	1.6	-0.1
COc1ccc(-c2oc3ccccc3c(=O)c2OC(C)=O)cc1	-6.0	3.2	0.3	-35.6	2.7	3.2	14.6	5.9
CCC(=O)N(CCc1ccccc1)Cc1cc2cc3c(cc2[nH]c1=O)OCO3	nt	-1.7	-1.2	nt	1.0	nt	2.4	0.0
